Bioassay records: PubChem BioAssay, NCI
Growth percent in the NCI-60 one-dose screen (48 h, 10 µM unless noted): 100 = growth as untreated, 0 = no growth, -100 = all killed.
SF-268 = SF-268 CNS cancer cells | 82,000 compounds, 3.1% hits
OVCAR-3 = OVCAR-3 ovarian cancer | 79,000 compounds, 7% hits
DU-145 = DU-145 prostate cancer; 81,000 compounds, 4.2% hits
SF-295 = SF-295 CNS cancer cells; 79,000 compounds, 5.6% hits; AID 1794758
SF-539 = SF-539 CNS cancer; 81,000 compounds, 6.8% hits
U251 = U251 CNS tumor cells | 80,000 compounds, 5.4% hits | AID 1794753
PC-3 = PC-3 prostate cancer cells; 80,000 compounds, 3.9% hits
SNB-19 = SNB-19 CNS cancer cells | 81,000 compounds, 2.5% hits
OVCAR-8 = OVCAR-8 ovarian cancer | AID 1794782 | 81,000 compounds, 4.4% hits
* = called active by the depositor; . = no result given. The calls were made as follows: active = growth percent below 10; inactive = the rest.

SMILES	SF-268	OVCAR-3	DU-145	SF-295	SF-539	U251	PC-3	SNB-19	OVCAR-8
COc1cc([N+](=O)[O-])ccc1N=Nc1cc(S(=O)(=O)O)c2cccc(S(=O)(=O)O)c2c1O	97	97	103	102	107	101	89	98	102
CCOC(=O)c1c(C)nc(C)c(C(=O)OCC)c1-c1cccc([N+](=O)[O-])c1	97	112	130	104	107	101	98	95	98
Cc1ccc(S(=O)(=O)c2[nH]c(-c3ccccc3)nc2S(C)(=O)=O)cc1	106	116	111	104	105	112	106	101	102
CC(=O)c1cc(C(=O)c2ccccc2)n2ccc(C)cc12	81	106	104	89	95	92	92	90	96
O=C(NC1CCCCC1)N(c1ccccc1)c1nnc(-c2cccc([N+](=O)[O-])c2)s1	99	99	103	93	105	85	90	92	96
Clc1ccc(C2NN3C(=NC4=C2Cc2ccccc2C4)C(c2nc4ccccc4s2)=Cc2cc(Br)ccc23)c(Cl)c1 (configuration not stated)	70	64	101	81	91	71	52	67	73
COc1ccc(C(O)CN2CCCCC2)c2c1CCCC2 (configuration not stated)	107	109	111	68	85	92	81	.	98
Cc1cc(C)n(C(=O)c2sc(=S)n(-c3ccccc3)c2NCC#N)n1	98	101	101	99	94	102	93	98	99
Oc1cc(OCc2ccccc2)ccc1-c1[nH]ncc1Oc1ccccc1	103	98	98	96	100	97	93	97	.
COc1cccc(NC(=O)Nc2ccc(Nc3ncnc4sc5c(c34)CCNC5)cc2)c1	96	93	117	110	110	90	86	101	85
c1ccc2c(c1)nc(-n1ccnc1)c1nc3ccccc3n12	38	78	77	84	66	62	68	43	30
CCOC(=O)C1=C(C)NC(C)=C(C(=O)OCC)C1c1ccc(OC)c(OC)c1	100	105	111	90	96	98	83	93	97
COc1cc(-c2ccc(NC(=O)NC3CC3)c(OC)c2)ccc1NC(=O)NC1CC1	63	97	85	76	67	37	42	85	58
O=C(CNc1nc(-c2cccc([N+](=O)[O-])c2)cs1)Nc1ccccc1	102	116	117	107	103	108	107	104	103
COc1ccc(CNC(=O)c2c(C)n([O-])c3ccc(OC)cc3[n+]2=O)cc1	103	187	.	239	118	96	80	98	87
CCc1nnc(NC(=O)c2cc(-c3cccc(C(F)(F)F)c3)oc2C)s1	100	118	105	104	100	93	96	98	98
CC(=O)N(C)c1cccc2ccccc12	.	.	.	104	95	105	93	99	102
Cc1ccc(NC2=CC(=O)C(=O)c3ccccc32)cc1	41	14	-65*	-23*	-20*	15	28	28	25
Brc1cccc(-n2ncc3c(Nc4ccc(OCc5ccccc5)cc4)ncnc32)c1	90	100	105	.	100	99	88	100	96
Cc1cccc2cc(-c3cc(-c4ccccc4)nc(N)n3)c(Cl)nc12	89	98	94	98	84	79	72	85	88
COc1cc(NCCCCCN)c2ncccc2c1	106	.	119	112	.	107	108	.	100
COc1ccc(OC)c(NC(=O)CCCCCCNC(=O)C(O)(O)C(F)(F)F)c1	55	40	35	21	46	42	51	63	23
CC(C)[C@H](NS(=O)(=O)C1CCC(N=NC2CCC(N(C)C)CC2)CC1)C(=O)N[C@H](CCCNC(=O)CC(=O)Nc1ccccc1Oc1ncc(C(F)(F)F)cc1Cl)C(=O)NCCOCCOCC[C@H](O)N[C@H](CCNC(=O)c1ccc(N2CCN(Cc3ccc(Cl)cc3)CC2)c([N+](=O)[O-])c1)[C@H](O)NCCOCCOCC(=O)NC(CCCCNC(=O)CN1CCN(CC(=O)O)CCN(CC(=O)O)CCN(CC(=O)O)CC1)C(=O)O (some centres not stated)	102	103	109	98	102	98	100	92	98
CN1C(=O)N2CN(CC3CC3)CN3C(=S)NC1C23 (configuration not stated)	99	98	104	95	101	113	82	91	90
CCc1nn(CCCN2CCN(c3cccc(Cl)c3)CC2)c(=O)n1CCOc1ccccc1	95	81	100	82	95	90	65	86	90
CCCCC1(C)NC(=O)NC1=O (configuration not stated)	96	102	111	105	102	101	99	96	105
CCCCCCCCCCCC(=O)OC/C=C\Cl	113	116	107	108	112	99	97	108	106
CC1(C)c2[nH]c3ccccc3c2C[C@]2(C)[C@H]3C(=O)C=C4[C@@H]5C[C@@](C)(C(N)=O)CC[C@]5(C)CC[C@@]4(C)[C@]3(C)CC[C@@H]12	69	70	92	83	93	70	42	79	75
COc1cc2oc(-c3cccc(NC(=O)[C@H](C)NC(=O)OC(C)(C)C)c3)cc(=O)c2c(OC)c1OC	102	101	103	101	99	103	91	99	83
COc1ccc(/C=C/C(=O)c2ccc(-c3cc4ccccc4oc3=O)nc2C)cc1	111	121	109	95	96	99	104	94	104
N/C(=N\c1nc2ccccc2s1)NC(=O)Nc1ccccc1[N+](=O)[O-]	23	-7.5*	1.4*	1.7*	-41*	7.5*	29	21	-19*
CCCCCCCCn1ccc2cc(NC(=O)CN3CCN(c4cc(C)nc(N5CCOCC5)n4)CC3)ccc21	103	116	106	98	93	82	53	97	87
CCN(CCCCCCN1CC(=O)N(CCCCCCN(CC)Cc2ccccc2OC)CC1=O)Cc1ccccc1OC	91	60	77	72	93	89	77	95	87
OC12Cc3ccccc3C1=NN(c1ccccc1)C2c1ccccc1 (configuration not stated)	93	105	117	92	94	87	64	95	89
CCC(=O)c1cc(O)ccc1O	99	121	111	106	97	94	101	103	94
Cc1cc(C)cc(C(=O)c2cc(Cl)ccc2OCCn2c(=O)ccn(CCOc3ccc(Cl)cc3)c2=O)c1	69	78	88	51	76	76	25	68	71
Nn1c(N/N=C/c2nc3ccccc3s2)n[nH]c1=S	93	118	97	105	103	113	98	104	107
COc1ccc(N=Nc2c(N)nn3c2ncc2c(=O)n(N)c(NN)nc23)cc1	103	112	105	99	99	105	95	104	93
COC(=O)C(Br)C(O)c1ccccc1 (configuration not stated)	113	106	115	113	102	100	97	106	107
COC(=O)c1ccc(C(C)(C)C)cc1	107	103	106	.	103	104	97	111	106
COc1ccc(C2OCC(C)(C)CO2)cc1	109	118	115	125	97	101	94	102	104
Cc1cc(O)cc2c1[C@H]1CC[C@]3(C)[C@@H](O)CC[C@H]3[C@@H]1C=C2	92	108	113	.	98	92	86	95	95
CC(C)CC1(C2CCCC2)NC(=O)NC1=O (configuration not stated)	107	117	118	123	103	99	97	97	101
Cc1c2cnccc2c(C)c2c1c1cc(C#N)ccc1n2C	-8.3*	-7.6*	3.3*	-12*	-62*	-11*	-17*	-1.4*	6.2*
Cc1ccc2c(n1)C[C@H](C(C)(C)O)CC[C@@H]2C	107	114	116	100	96	100	104	102	102
COc1ccc(-c2cc(C(=O)N=Nc3c(O)n(C)c4ccccc34)no2)cc1	103	111	113	105	101	99	112	103	106
CN(C)c1ccc(/C(=N\N)c2ccccc2)cc1	95	98	101	97	104	104	100	107	106
CC1=CC2C3C(CC(=O)C24C(=O)NC(CC(C)C)C4C1C)C1OC3(C)CCC1O (configuration not stated)	96	97	103	108	97	97	94	92	90
OCc1cc(Br)ccc1O	83	99	97	118	108	96	85	102	100
CCOC(=O)CCCC[C@H](O)[C@H]1CC(OC)(OC)[C@@H](OC)O[C@@H]1COC(=O)/C=C/c1cn(C)cn1	102	115	111	99	103	.	98	92	104
Cn1c2c(Cl)c(Cl)ccc2c2ccn3c(=O)c4ccccc4nc3c21	105	113	120	102	96	100	101	.	96
O=C(N=C1C(=O)C2(CCCCC2)C2(N=C(c3ccccc3)OC2=O)C12CCCCC2)c1ccccc1 (configuration not stated)	78	64	79	77	82	60	43	71	75
COC(=O)CSc1ccccc1	99	102	103	102	100	102	97	122	107
O=C(c1ccc(N2CCOCC2)cc1[N+](=O)[O-])N1CCOCC1	110	110	114	-39*	107	105	94	97	73
COc1ccc(/C=C2\Oc3cc(OCCCN4CCCC4)ccc3C2=O)cc1	89	94	95	99	80	83	85	92	96
Cc1ccc(C(=O)NCC(=O)O)cc1	108	95	109	95	108	99	92	108	97
CC(=O)c1ccc(-n2c(=O)c3ccccc3c3ccccc3c2=O)cc1	100	110	109	98	99	104	104	105	111
CCn1ncc2c(=O)c(C(=O)c3ccccc3)c[nH]c21	110	103	108	104	103	.	100	106	99
CCOC(=O)c1ccc(N=NC2C(=O)N(c3ccccc3)N=C2C)cc1 (configuration not stated)	107	110	114	94	86	106	82	104	92
CC1(C)[C@@H](OC(=O)c2cccnc2)CC[C@]2(C)[C@H]3C(=O)C=C4[C@@H]5C[C@@](C)(C(=O)O)CC[C@]5(C)CC[C@@]4(C)[C@]3(C)CC[C@@H]12	99	96	94	97	104	100	83	99	117

Exported as a markdown table: 5 of the compounds above
| compound | SF-268 | OVCAR-3 | DU-145 | SF-295 | SF-539 | U251 | PC-3 | SNB-19 | OVCAR-8 |
| --- | --- | --- | --- | --- | --- | --- | --- | --- | --- |
| CN(C)c1ccc(/C(=N\N)c2ccccc2)cc1 | 95 | 98 | 101 | 97 | 104 | 104 | 100 | 107 | 106 |
| CC1=CC2C3C(CC(=O)C24C(=O)NC(CC(C)C)C4C1C)C1OC3(C)CCC1O (configuration not stated) | 96 | 97 | 103 | 108 | 97 | 97 | 94 | 92 | 90 |
| OCc1cc(Br)ccc1O | 83 | 99 | 97 | 118 | 108 | 96 | 85 | 102 | 100 |
| CCOC(=O)CCCC[C@H](O)[C@H]1CC(OC)(OC)[C@@H](OC)O[C@@H]1COC(=O)/C=C/c1cn(C)cn1 | 102 | 115 | 111 | 99 | 103 | . | 98 | 92 | 104 |
| Cn1c2c(Cl)c(Cl)ccc2c2ccn3c(=O)c4ccccc4nc3c21 | 105 | 113 | 120 | 102 | 96 | 100 | 101 | . | 96 |

(more compounds)
SMILES	SF-268	OVCAR-3	DU-145	SF-295	SF-539	U251	PC-3	SNB-19	OVCAR-8
OCCSc1ncnc2nc[nH]c12	113	110	122	103	117	93	96	111	102
CCc1nnc(CC)n1N	93	103	100	106	101	100	101	106	103
CCOC(=O)c1cnc2c(-c3ccc(Cl)c(Cl)c3)cnn2c1	93	71	104	83	86	80	73	82	94
COc1cccc(NC(=O)NCCNc2nccc(-c3c(-c4ccc(F)cc4)nc4sccn34)n2)c1	84	90	77	103	102	78	90	86	65
COc1ccc(CNc2ccc(NC(=O)c3cc(OC)cc(OC)c3)cn2)cc1	100	105	102	83	93	101	103	94	98
COc1cc(-c2csc(NC(=O)Nc3ccc(Cl)cc3Cl)n2)cc(OC)c1OC	34	21	47	19	29	26	19	42	45
CCC(C)OC(=O)c1ccccc1C(=O)O (configuration not stated)	108	106	114	101	97	103	89	109	94
CC1=C(c2ccccc2)C(O)(c2ccccc2)C(C)C1=O (configuration not stated)	98	105	104	96	93	81	64	91	92
Cc1ccc(-c2[nH][nH]c(=O)c2-c2nc3ccccc3s2)cc1	103	111	111	101	100	103	97	98	105
C=CCc1cc(OC)c(O)c(C(=O)OCC)c1	104	108	104	103	103	99	96	97	91
C/C(=C\CCc1ccsc1)CC/C=C(\C)CCCN1CCSCC1	103	82	97	82	90	89	80	96	100
CCN(CC)c1ccc2cc(C(Nc3ccc(Br)c(C(F)(F)F)c3)c3nnnn3C(C)(C)C)c(=O)oc2c1 (configuration not stated)	85	104	103	103	101	87	80	86	91
CCOC(=O)c1cnnn1-c1cc(=O)[nH]c2ccc(C)cc12	98	98	102	97	96	101	90	102	98
COc1cccc(CCC2CCCN(c3cc(C)nc(N)n3)C2)c1 (configuration not stated)	43	11	26	15	10	15	20	24	24
COc1ccc2nc3sc(C(=O)Nc4ccc(C(=O)/C=C/c5ccc(OC)c(OC)c5)cc4)cc3cc2c1	96	101	101	98	93	111	99	94	113
CCOC(=O)c1sc2nc[nH]c(=O)c2c1C	93	101	98	.	86	92	109	105	95
O=C1N=C(N2CCCCC2)S/C1=C\c1cn(-c2ccccc2)nc1-c1ccccc1	114	132	114	87	77	108	102	94	101
N#Cc1cccc(C(F)(F)F)c1	112	128	121	118	94	104	101	103	108
OC1CCCCC1O (configuration not stated)	97	102	102	107	106	98	105	107	103
CCc1cccc2c1S/C(=C/c1ccc(OC)cc1)C2=O	64	24	50	63	8.9*	42	34	45	56
Cc1cccc[n+]1CC(=O)O	97	100	111	96	89	96	97	103	104
CC(=O)Nc1ccc(C(=O)Nc2cc(-c3ccccc3)ccc2N)cc1	68	75	73	59	81	78	65	92	55
O=C(O)c1ccc(N=Cc2c(O)n(CC(=O)c3ccc(Cl)cc3)c3ccccc23)cc1	102	104	113	108	101	98	90	109	99
c1ccc(C2NCCNC2c2ccccc2)cc1 (configuration not stated)	101	113	104	104	99	107	99	102	101
CC(=O)C(C)(CCC#N)CCC#N	106	110	110	100	102	99	101	101	105
CC(C)COC(=O)N1CCCC1	107	107	115	101	95	97	95	117	100
O=C(Nc1ccc(Cl)cc1)Sc1nnc2c(n1)[nH]c1ccccc12	108	121	117	133	104	102	105	102	102
CCOC(=O)C1=CSC2=NC3=C(CCCC/C3=C\c3ccccc3)C(c3ccccc3)N12 (configuration not stated)	105	106	115	.	109	98	94	102	102

Whole records, quoted from the list. Order of values: SF-268, OVCAR-3, DU-145, SF-295, SF-539, U251, PC-3, SNB-19, OVCAR-8
Results for `CC(=O)C(C)(CCC#N)CCC#N` = 106, 110, 110, 100, 102, 99, 101, 101, 105
Results for `O=C(O)c1ccc(N=Cc2c(O)n(CC(=O)c3ccc(Cl)cc3)c3ccccc23)cc1` = 102, 104, 113, 108, 101, 98, 90, 109, 99
Results for `CCc1cccc2c1S/C(=C/c1ccc(OC)cc1)C2=O` = 64, 24, 50, 63, 8.9*, 42, 34, 45, 56
Results for `N#Cc1cccc(C(F)(F)F)c1` = 112, 128, 121, 118, 94, 104, 101, 103, 108
